Bioassay records: PubChem, National Center for Advancing Translational Sciences (NCATS)
rTrxR1 inhibitor = inhibitors of rat thioredoxin reductase 1 | O89049 | recombinant rTrxR1, NADPH fluorescence consumption, selenite substrate | Potency, µM (titrated, usually from 114 µM), for the others: at the highest dose activity change, negative = inhibition, hits mostly inhibitors | 390,000 compounds, 1% hits | AID 588453; note: potency is the fitted concentration of half-maximal effect; % is set by controls: 0 for no effect and ±100 for the full control effect; nearly all actives have a fitted effect of over 65% in size
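Rat TrxR1 (90 nM in the dispensed reagent) was pre-reduced with 400 uM NADPH for 5 min at room temperature, then incubated with compound for 15 min. After 400 uM selenite was added, NADPH fluorescence (Ex 340/Em 450 nm) was followed for 8 min.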
TRHR agonist = TRH receptor (human) agonism. activation, % at 2 µM. 360,000 compounds, 0.18% hits. P34981. TRHR cells, calcium flux fluo-8, FDSS agonist mode. AID 493084; in the data active = activation above about 30%; note: 0% is about no effect
Target sequence (P34981 whole entry, looked up): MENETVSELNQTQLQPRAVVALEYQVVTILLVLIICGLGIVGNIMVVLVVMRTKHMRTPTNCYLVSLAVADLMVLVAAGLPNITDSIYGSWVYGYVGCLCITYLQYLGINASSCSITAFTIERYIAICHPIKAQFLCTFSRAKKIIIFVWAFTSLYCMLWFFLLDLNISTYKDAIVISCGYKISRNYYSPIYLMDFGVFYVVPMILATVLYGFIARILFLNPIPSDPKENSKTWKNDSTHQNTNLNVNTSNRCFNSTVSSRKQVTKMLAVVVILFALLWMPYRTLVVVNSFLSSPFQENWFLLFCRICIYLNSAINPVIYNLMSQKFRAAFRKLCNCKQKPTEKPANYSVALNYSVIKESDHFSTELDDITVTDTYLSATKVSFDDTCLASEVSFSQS
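Steps: seed TRHR cells overnight; add fluo-8 no-wash Ca dye, RT 30 min–1.5 h; record 10 s baseline; pin-transfer compounds; monitor fluorescence 1 cycle/s for the agonist window. Calcium increases flag candidate agonists.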
TrxR1 substrate = is turned over as a substrate by rat TrxR1; O89049; 390,000 compounds, 0.01% hits; purified TrxR1 substrate turnover, NADPH consumption readout; AID 588456; Potency, µM (titrated, usually from 114 µM), without a hit: top-dose activity change, negative = substrate turnover; note: potency is the fitted concentration of half-maximal effect; % is set by controls: 0 for no effect and ±100 for the full control effect; nearly all actives have a fitted effect of over 50% in size
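Rat TrxR1, dispensed at 90 nM, was prereduced with 400 uM NADPH (final) for 5 min at ~22 deg C, then incubated with compound 15 min before 400 uM selenite. A first-read NADPH fluorescence drop versus no-compound background flagged substrates.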
USP1-UAF1 inh = inhibitors of human USP1/UAF1 deubiquitinase; Potency, µM (doses to about 57.1 µM), without a hit: at the highest dose activity change, negative = inhibition, most hits filed as inhibitors; 390,000 compounds, 0.23% hits; recombinant USP1/UAF1, Ub-Rhodamine cleavage fluorescence; AID 743255; note: potency is the fitted concentration of half-maximal effect; % is set by controls: 0 for no effect and ±100 for the full control effect; nearly all actives have a fitted effect of over 60% in size; inactives centre near -12
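In this screen, compounds sit with the deubiquitinase complex (1nM) for 15 min at room temperature before Ub-Rho is added at 150nM final. Fluorescence rise is then followed for 6 reads every 60 seconds.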
D2 antagonist = antagonists of human D2 dopamine receptor; P14416; HEK293 TREx D2 cells, calcium flux, dopamine EC80; inhibition, % at 10 µM; 340,000 compounds, 2% hits; in the data active = inhibition above about 30%; note: 0% is about no effect
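Cells plated overnight at 30 C with tetracycline; no-wash calcium dye, 30–90 min RT; 10 s baseline; compound pinned; 180 s read; EC80 dopamine added; another 180 s read.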
Pin1 inhibitor = blocks the human prolyl isomerase Pin1; Q13526; 390,000 compounds, 0.009% hits; Pin1 FP peptide displacement, HiFluor488, 10 min; Potency, µM (highest dose often 115 µM), inactives show at the highest dose activity, negative = inhibition, actives largely listed as inhibitors; AID 504891; active = well fitted inhibition curve with a large enough effect in the polarisation, with a control signal flat, not every such curve was filed as active; inconclusive = small, poorly fitted or top-dose-only effect, or effect the other way, or a change in a side signal; inactive = no such curve, though single readings can be large or run the other way; the % refers to the polarisation; note: potency is the fitted concentration of half-maximal effect; % is set by controls: 0 for no effect and ±100 for the full control effect
Target sequence (Q13526 whole entry, looked up): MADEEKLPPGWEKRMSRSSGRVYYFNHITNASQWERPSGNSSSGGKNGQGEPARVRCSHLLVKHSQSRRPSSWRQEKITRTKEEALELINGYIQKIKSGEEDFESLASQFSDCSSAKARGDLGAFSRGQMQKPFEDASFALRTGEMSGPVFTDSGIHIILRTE
TRHR enhancer = allosterically enhances the human TRH receptor; P34981; TRHR cells, fluo-8 calcium fluorescence, EC20 TRH enhancement; enhancement, % at 2 µM; 360,000 compounds, 0.66% hits; AID 493056; in the data active = enhancement above about 30%; note: 0% is about no effect
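TRHR-expressing cells loaded with fluo-8 calcium dye were read kinetically (ex 480/em 530) during compound addition, then stimulated with an EC20 of TRH (10 nM final). Enhancement of the Gq-mediated intracellular calcium response was scored.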
D2 agonist = D2 dopamine receptor (human) agonism; P14416; HEK293 T-REx D2 cells, calcium flux agonist mode; 340,000 compounds, 0.53% hits; activation, % at 2 µM;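 active = activation over 3 SD above normal in the single-dose calcium agonist read, cut at about 30% in these data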; note: 0% is about no effect
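Agonism is scored from calcium flux in a force-coupled, inducible HEK293 cell line expressing D2, read kinetically for 180 s after compound addition against dopamine controls.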
IDH1 R132H inh = blocks human mutant IDH1 R132H enzyme; O75874; IDH1-R132H enzyme, NADPH consumption, diaphorase/resazurin fluorescence; Potency, µM (titrated, usually from 76.6 µM), for inactives: at the top dose activity change, negative = inhibition, actives largely listed as inhibitors; 390,000 compounds, 0.093% hits; AID 602179; note: potency is the fitted concentration of half-maximal effect; % is set by controls: 0 for no effect and ±100 for the full control effect; nearly all actives have a fitted effect of over 65% in size
Target sequence (O75874 whole entry R132H, stated change not applied): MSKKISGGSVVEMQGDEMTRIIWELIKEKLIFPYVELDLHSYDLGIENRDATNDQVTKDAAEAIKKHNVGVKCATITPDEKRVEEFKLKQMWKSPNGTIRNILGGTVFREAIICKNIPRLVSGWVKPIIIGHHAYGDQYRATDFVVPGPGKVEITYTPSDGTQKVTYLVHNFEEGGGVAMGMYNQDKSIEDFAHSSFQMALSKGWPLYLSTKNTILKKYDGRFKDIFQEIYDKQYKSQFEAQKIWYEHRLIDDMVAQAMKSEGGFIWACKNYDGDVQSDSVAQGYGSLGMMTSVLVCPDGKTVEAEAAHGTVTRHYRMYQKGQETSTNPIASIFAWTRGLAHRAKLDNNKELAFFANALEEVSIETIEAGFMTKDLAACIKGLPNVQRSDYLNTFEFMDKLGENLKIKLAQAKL
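IDH1-R132H (0.5 ug/mL dispensed) in pH 7.5 Tris buffer was preincubated 30 min with compound, then given a substrate mix of 0.016 mM NADPH and 2 mM alpha-KG for 80 min at room temperature; remaining NADPH was read by diaphorase/resazurin fluorescence.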
* marks the source's active call; other numbers are inactive results; ? = inconclusive; nt = not tested or not shown; & = joins results of further samples; [ ] = dose if it differs, or a comment. Unless noted, calls come from the whole dose curve; as a rule, active = well fitted inhibition curve with a large enough effect; inconclusive = small, poorly fitted or top-dose-only effect; inactive = no such curve, though single readings can be large or run the other way. These rows are one share of the data (hit frequency here may not be typical).

Order of values: rTrxR1 inhibitor, TRHR agonist, TrxR1 substrate, USP1-UAF1 inh, D2 antagonist, Pin1 inhibitor, TRHR enhancer, D2 agonist, IDH1 R132H inh
COc1ccccc1NC(=O)CSc1nnnn1-c1ccc(F)cc1
  45.1%[2.29 µM], -1.5, -0.3%[57.1 µM], -4.2%, 11.1, -0.3%, 5.1, -0.9, 2.6%
NNC(=O)COc1ccc(C(F)(F)F)cc1
  23.9%, 1.8, 4.8%, -19.4%, -8.9, -4.1%, -0.3, 1.2, -3.2%
Clc1ccc2nc(N3CCCCC3)sc2c1
  14.8%[57.1 µM], 0.3, -17.4%[57.1 µM], -19.6%, 0.7, -3.0%, -14.1, -0.7, 8.0%
O=C(CCc1nnc(CCCCc2ccccc2)o1)NCCN1CCOC1=O
  5.1%[57.1 µM], -0.5, 6.1%[57.1 µM], -12.1%, 21.1, -0.9%, -5.9, 0.7, 7.7%
Cn1c(=O)c(C=Nc2ccccc2)c(O)c2ccccc21
  nt, -0.6, nt, nt, -23.3, nt, 12.1, 0.0, nt
CCC(=O)N1CCc2cc(S(=O)(=O)CCC(=O)N3CCN(c4cccc(Cl)c4)CC3)ccc21
  18.7%, -1.0, -3.6%, -18.8%, nt, 0.2%, 4.5, -1.3, -1.5%
CCCc1ccc(OCCNC(=O)C2CCCCC2)cc1
  9.1%, -0.7, -3.3%, -22.5%, 5.7, 3.1%, 4.8, 0.0, -1.6%
O=c1[nH]c(C2CCN(S(=O)(=O)c3ccc4c(c3)OCCO4)CC2)nc2c1nnn2Cc1ccc(F)cc1
  9.9%, 0.4, -4.6%, -15.3%, -11.0, 38.2%[activator], 5.4, -1.7, -4.1%
Brc1ccc(-c2cn3ccccc3n2)s1
  -12.6%, -0.5, -10.6%, -2.9%, 11.9, -1.1%, 5.6, 0.3, 10.1%
Cn1c(=O)oc2cc(S(=O)(=O)N3CCC(C(=O)N4CC=C(c5ccccc5)CC4)CC3)ccc21
  1.1%, -0.7, -7.4%, -7.2%, 40.6*, 0.1%, -4.3, 0.4, 3.8%
CN(C)CCNC(=O)C(=O)c1c(-c2ccccc2)cc2ccccn12
  17.9%, -1.5, 6.0%, -14.8%, 10.0, -1.3%, 6.5, 0.0, 2.9%
COC(=O)c1[nH]c2ccc(F)cc2c1NS(=O)(=O)c1ccc(F)c(C)c1
  -5.8%, 0.0, -9.4%, -6.8%, 13.4, -0.1%, 0.6, 1.1, 0.8%
CSc1nc2ccc(NC(=O)c3ccc(=O)n(C)n3)cc2s1
  2.7%[57.1 µM], 0.3, -2.6%, 0.6%, 20.4, 0.1%, -7.7, 16.6, -1.9%
COc1ccc(C)cc1N(CC(=O)Nc1ccc(S(=O)(=O)N2CCCC2)cc1)S(C)(=O)=O
  -6.3%, 1.2, -9.1%, -6.5%, 1.3, 2.2%, -3.6, 0.5, 2.1%
CC12CCC(=O)N1C(C(=O)Nc1nnc(SCc3ccccc3)s1)CS2 (stereo not drawn)
  -11.5%[57.1 µM], -0.5, 1.9%[57.1 µM], 1.3%, -9.2, -2.2%, 5.9, -0.1, -3.8%
CCOC(=O)CNC(=O)c1ccc(OCC(F)(F)F)cc1
  13.8%, 0.0, -2.3%, -2.3%, -15.3, 0.8%, -2.1, 0.5, 1.0%
CCN(CC)S(=O)(=O)c1ccc(C(C)NC(=O)Cc2c[nH]c3ccccc23)cc1 (stereo not drawn)
  6.0%, 2.4, -0.7%, -20.0%, -11.8, -2.4%, 2.5, 1.0, 5.1%
CC(C)CCN(C(=O)Nc1ccccc1)C(C)c1cccs1 (stereo not drawn)
  3.5%&22.1%[57.1 µM], 1.4&0.7, -9.1%&18.4%[57.1 µM], ?, 1.8, -11.5%&-3.9%, -8.3&-9.5, 0.1&0.0, -5.3%&5.8%
O=C(Nc1nc2ccc3ccccc3c2s1)c1ccc(N2CCCCC2)c([N+](=O)[O-])c1
  3.1%, 0.2, -1.2%, -5.8%, -9.5, -5.6%, -5.6, 0.7, 8.2%
CCN1CCN(C(=O)c2cc3cc4cc(OC)ccc4nc3s2)CC1
  10.1%[57.1 µM], 0.1, -5.9%, -5.0%, 2.3, 4.4%, -8.5, -0.7, -2.7%

Next part:
Order of values: rTrxR1 inhibitor, TRHR agonist, TrxR1 substrate, USP1-UAF1 inh, D2 antagonist, Pin1 inhibitor, TRHR enhancer, D2 agonist, IDH1 R132H inh
O=C(NCc1ccco1)c1cnc2ccccn2c1=O
  -0.6%, 0.2, 6.1%, -9.5%, -6.4, 0.6%, -2.1, -0.3, -0.7%
CC1=CC(=O)CC2C1(C)CCC(C)C2(C)CCC(C)CC(=O)O (stereo not drawn)
  4.9%, -0.2, 4.8%, -17.1%, 32.3*, -9.9%, -0.2, 0.0, 5.2%
Cc1cnc(NC(=O)CSc2ncn(-c3ccccc3)n2)s1
  0.7%, 1.1, -2.9%, -9.3%, 0.5, 0.1%, 5.1, 1.3, 10.8%
COC(=O)c1cn(C(=O)c2ccc(OC)cc2)c2ccccc12
  10.6%, -2.6, -3.9%, 4.8%, 1.4, -3.1%, -10.6, -5.2, -5.1%
CCc1cc2c(=O)c(-c3nc4ccccc4n3C)coc2c(CN2CCCC(C)C2)c1O (stereo not drawn)
  7.2%[57.1 µM], -0.1, -5.5%[57.1 µM], -7.8%, -8.6, 6.9%, 0.2, 0.9, 3.3%
Cc1nc([N+](=O)[O-])c(Br)n1CC(=O)c1ccccc1
  11.2µM*, -0.2, -9.3%, -9.9%, -2.3, -7.1%, -0.7, -2.7, -1.3%
CCOc1cc(/C=C2\C(=O)N(c3cccc(C(=O)O)c3)N=C2C(F)(F)F)ccc1OCC(=O)Nc1ccccc1OC
  nt, -0.1, nt, nt, 11.2, nt, -0.8, -1.1, nt
Cc1ccc(-c2nc(-c3ccccn3)sc2CC(=O)O)cc1
  12.1%, -0.3, 16.7%, -4.9%, 20.4, 3.6%, 13.5, 0.3, 3.9%
O=C(Nc1ccccc1Cl)C1(c2ccccc2)CC1(Cl)Cl (stereo not drawn)
  14.2%, -0.2, 5.8%, -24.0%, 6.3, 4.2%, 1.1, -0.6, 1.2%
N#CCc1ccnc2ccccc12
  -1.5%, nt, 4.3%, 1.3%, nt, 4.1%, nt, nt, -4.4%
COc1ccc(C(c2nnnn2CS(=O)(=O)c2ccc(C)cc2)N2CCN(c3ncccn3)CC2)cc1 (stereo not drawn)
  4.2%[57.1 µM], 0.1, -6.9%, -8.0%, 9.7, 8.8%, 2.2, 22.0, 4.2%
O=C(OCC(=O)N1CCN(c2cccc(Cl)c2)CC1)c1ccco1
  7.1%, -0.6, 4.2%, -18.2%, -5.8, 3.7%, -5.1, -0.1, 9.0%
CCOC(=O)/C=C/C(=O)OCC(=O)Nc1cccc(Br)c1
  ?, 0.0, 19.0%[57.1 µM], 3.6%, 5.1, -2.4%, 5.6, 0.0, 6.4%
COc1ccc(Cl)cc1NC(=O)CNc1ccccc1CN(C)C1CCCCC1
  5.3%[57.1 µM], -0.4, -4.9%[57.1 µM], -23.0%, 11.3, 5.3%, 1.2, -8.9, -5.6%
COc1ccc(-c2nn(C)c3sc(C(=O)Nc4cc(OC)c(OC)c(OC)c4)cc23)cc1OC
  12.6%, -0.9, -6.3%, -22.7%, nt, ?, 4.5, -0.1, 8.1%
Fc1ccc(CNCCCSc2nnnn2-c2ccccc2)cc1
  3.0%, -0.9, -6.0%, -3.5%, nt, 2.5%, 5.9, -1.9, -14.4%
Cc1ccc(C)c(C(=O)COC(=O)c2cc([N+](=O)[O-])ccc2N2CCOCC2)c1
  -11.9%, 0.1, -19.5%, -10.4%, 26.6, 10.2%, -11.5, 0.3, 0.8%
COc1cccc(OC(=O)CSc2nnc(-c3ccccc3Br)o2)c1
  3.5%, -0.6, 1.7%, -16.7%, 12.5, -1.0%, 2.3, -1.4, 5.3%
CCOc1cc(C2NC(=O)NC(O)(C(F)(F)F)C2C(=O)c2ccccc2)ccc1OC (stereo not drawn)
  -14.2%[57.1 µM], 2.5, 2.1%[57.1 µM], -5.3%, 20.4, -2.4%, 4.3, 1.6, 4.0%
COc1ccc2cc(S(=O)(=O)N3CCOCC3)ccc2c1
  18.4%[57.1 µM], -1.0, 22.6%[57.1 µM], -13.9%, 1.7, -7.9%, -9.8, 0.0, 1.2%

New compounds follow
Order of values: rTrxR1 inhibitor, TRHR agonist, TrxR1 substrate, USP1-UAF1 inh, D2 antagonist, Pin1 inhibitor, TRHR enhancer, D2 agonist, IDH1 R132H inh
CSc1cccc(NC(=S)NN(C)C)c1
  9.6%[57.1 µM], 0.2, 9.0%[57.1 µM], -8.1%, 16.2, -4.8%, -0.3, 0.5, 1.5%
Cc1[nH]c2ccccc2c1C(=O)COC(=O)c1ccccc1O
  -0.1%[57.1 µM], nt, 3.2%[57.1 µM], -2.8%, nt, 0.0%, nt, nt, 9.5%
CCOC(=O)CSc1nc2c(sc3cccc(F)c32)c(=O)n1Cc1ccc(OC)cc1
  13.4%[57.1 µM], 0.2, -2.2%[57.1 µM], -15.6%, nt, -14.8%, -0.7, -0.3, 2.9%
CCC(C(=O)NCCN1CCOCC1)n1c2ccccc2c2nc(=O)cc(C)n21 (stereo not drawn)
  15.0%, 0.0, 5.6%, -10.3%, 11.2, 4.2%, 0.9, 1.1, -18.3%

Arranged by value in TRHR enhancer (low to high): some entries from above.
mol,TRHR enhancer
CCOC(=O)CSc1nc2c(sc3cccc(F)c32)c(=O)n1Cc1ccc(OC)cc1,-0.7
CSc1cccc(NC(=S)NN(C)C)c1,-0.3
CCC(C(=O)NCCN1CCOCC1)n1c2ccccc2c2nc(=O)cc(C)n21 (stereo not drawn),0.9
